Source: PubChem BioAssay
Tau fluor cs – counter-screen for tau fibril formation inhibitors. tau K18 P301L Alexa594 fluorescence, heparin fibrillization. actives 0.93% (n = 280,000). Potency, µM (highest dose often 57.7 µM), for inactives: top-dose activity change, negative = decrease; note: % is set by controls: 0 for no effect and ±100 for the full control effect; nearly all actives have a fitted effect of over 55% in size
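Human tau K18 P301L (15 uM unlabeled, 0.24 uM Alexa 594-labeled) in 100 mM sodium acetate pH 7 with 20 uM heparin, 6 hr at 37 C. ThT 30 uM added, 1 hr ambient; Alexa 594 FP and total fluorescence read at 555/632 nm.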
Tau FP inhib – blocks human tau fibril formation measured by polarization; AID 1468; K18 P301L tau heparin fibrillization, Alexa594 FP, 6 h; P10636; Potency, µM (doses to about 57.7 µM), for inactives: at the highest dose activity, negative = inhibition, actives largely listed as inhibitors; actives 0.39% (n = 280,000); note: % is set by controls: 0 for no effect and ±100 for the full control effect; nearly all actives have a fitted effect of over 55% in size
Target sequence (P10636 561-689 P618L limits assumed): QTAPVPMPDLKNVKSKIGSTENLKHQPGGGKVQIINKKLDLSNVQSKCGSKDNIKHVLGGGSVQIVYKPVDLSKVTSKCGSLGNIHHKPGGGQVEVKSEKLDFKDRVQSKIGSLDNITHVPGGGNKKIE
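Human K18 P301L fragment (15 uM unlabeled plus 0.24 uM Alexa 594-labeled) in 100 mM sodium acetate pH 7 with compound, aggregation induced by 20 uM heparin for 6 hr at 37 C. ThT (30 uM) added for 1 hr, then Alexa 594 FP read.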
HTT ATP protect – protects HTT-Q103 PC12 cells, measured by ATP | PC12 HTT-Q103 induced, cytoprotection, ATP luminescence, 40 h | Potency, µM (top dose mostly 56.4 µM), for inactives: cytoprotection (ATP increase), actives largely listed as activators | actives 0.14% (n = 230,000) | AID 1471;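 note: % of control where 0% means no effect; nearly all actives have a fitted effect of over 45% in size; toxic huntingtin expression switched on by the ecdysone agonist tebufenozide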
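Huntington model: PC12 line, ecdysone-inducible HTTQ103 exon1–GFP, tebufenozide 100 nM. Test articles in a dose series. Endpoint luminescence from cellular ATP.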
ALDH1A1 block – blocks purified human ALDH1A1 activity | actives 7.3% (n = 220,000) | Purified ALDH1A1, NADH fluorescence, propionaldehyde substrate | P00352 | Potency, µM (doses to about 75.3 µM), for inactives: at the top dose activity, negative = inhibition, most hits filed as inhibitors; active = well fitted inhibition curve with a large enough effect, not every such curve was filed as active; inconclusive = small, poorly fitted or top-dose-only effect, or another doubt; inactive = no such curve, though single readings can be large or run the other way;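 note: plate controls were no enzyme wells and a reference inhibitor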
Target sequence (P00352 whole entry, looked up): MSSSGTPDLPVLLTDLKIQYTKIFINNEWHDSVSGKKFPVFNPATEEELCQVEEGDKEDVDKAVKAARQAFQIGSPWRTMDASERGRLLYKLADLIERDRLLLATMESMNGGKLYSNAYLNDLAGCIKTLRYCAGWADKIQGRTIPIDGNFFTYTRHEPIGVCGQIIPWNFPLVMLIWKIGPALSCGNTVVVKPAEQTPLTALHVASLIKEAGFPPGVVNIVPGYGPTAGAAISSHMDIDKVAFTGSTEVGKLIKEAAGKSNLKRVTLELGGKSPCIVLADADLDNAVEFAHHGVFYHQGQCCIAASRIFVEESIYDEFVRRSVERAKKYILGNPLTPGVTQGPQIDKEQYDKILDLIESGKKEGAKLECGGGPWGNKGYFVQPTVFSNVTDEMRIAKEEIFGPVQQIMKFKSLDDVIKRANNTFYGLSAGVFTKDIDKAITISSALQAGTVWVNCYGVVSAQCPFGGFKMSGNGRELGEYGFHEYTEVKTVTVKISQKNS
SMN2 splice up – SMN2 splice variant enhancement. HEK293 SMN2-luciferase splicing reporter, luminescence, 30-36 h. Potency, µM (top dose mostly 46.1 µM), for the others: at the top dose activity change, positive = activation, most hits filed as activators. actives 2.8% (n = 210,000); note: % of control where 0% means no effect; nearly all actives have a fitted effect of over 55% in size
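HEK293 cells carry an SMN2 minigene-luciferase reporter in which exon 7 inclusion puts luciferase in frame. Cells were seeded at 2000 cells/well, attached for 10-12 hours, then exposed to compounds for 30-36 hours at 37C before ONE-Glo luminescence.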
Tau fibril ThT – inhibitors of human tau fibril formation, thioflavin T binding; P10636; recombinant tau K18 P301L (four-repeat tau fragment), heparin-induced fibrillization, ThT fluorescence; Potency, µM (highest dose often 57.4 µM), inactives show at the top dose activity, negative = inhibition, actives largely listed as inhibitors; actives 2.1% (n = 270,000); note: % is set by controls: 0 for no effect and ±100 for the full control effect; nearly all actives have a fitted effect of over 55% in size
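In this qHTS, human K18 P301L tau is incubated with compound and heparin for 6 hr at 37 C, and Thioflavin T fluorescence then reports fibril load.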
HTT aggregate – reduces HttQ103-GFP aggregates in PC12 cells; PC12 HttQ103-GFP aggregates, Acumen cytometry, 40 h; actives 1.1% (n = 220,000); Potency, µM (top dose mostly 46.1 µM), for inactives: top-dose activity change, negative = inhibition, hits mostly inhibitors; note: % is set by controls: 0 for no effect and ±100 for the full control effect; nearly all actives have a fitted effect of over 60% in size
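PC12/HTTQ103-GFP, ecdysone-inducible; teb 100 nM; cpd qHTS titration; GFP aggregates read on laser cytometer, Ex 488/Em 500-530 nm.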
KDM4E inh – blocks human JMJD2E demethylase activity; B2RXH2; JMJD2E catalytic domain, FDH-coupled NADH fluorescence (FDH is formaldehyde dehydrogenase); Potency, µM (series often up to 57.1 µM), inactives show at the top dose activity change, negative = inhibition, hits mostly inhibitors; AID 2147; actives 1.6% (n = 230,000); active = well fitted inhibition curve with a large enough effect, not every such curve was filed as active; inconclusive = small, poorly fitted or top-dose-only effect, or another doubt; inactive = no such curve, though single readings can be large or run the other way;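 note: 0% = wells with enzyme and -100% = buffer wells without enzyme; nearly all actives have a fitted effect of over 50% in size; many of its hits are not listed in these tables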
Target sequence (B2RXH2 1-337 limits assumed): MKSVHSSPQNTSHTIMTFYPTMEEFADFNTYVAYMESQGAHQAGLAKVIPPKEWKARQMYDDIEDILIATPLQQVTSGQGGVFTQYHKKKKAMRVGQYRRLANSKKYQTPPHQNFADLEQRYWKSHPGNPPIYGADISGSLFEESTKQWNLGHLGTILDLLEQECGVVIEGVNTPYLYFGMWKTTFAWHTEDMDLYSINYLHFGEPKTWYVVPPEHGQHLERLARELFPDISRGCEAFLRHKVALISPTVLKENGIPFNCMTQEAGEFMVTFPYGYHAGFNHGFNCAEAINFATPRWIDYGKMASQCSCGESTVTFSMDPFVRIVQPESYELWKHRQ
* marks the source's active call; other numbers are inactive results; ? = inconclusive; . = not tested or not shown; & = joins results of further samples; [ ] = remark or other dose. Unless noted, calls come from the whole dose curve; as a rule, active = well fitted curve in the direction sought with a large enough effect; inconclusive = small, poorly fitted or top-dose-only effect, or another doubt; inactive = no such curve, though single readings can be large; an effect the other way counts as inactive or inconclusive. Potency is the fitted concentration of half-maximal effect. A portion of the library; rates above refer to the full screens.

1: O=C(COC(=O)c1ccc(Cl)nc1)Nc1ccc(S(=O)(=O)N2CCCC2)cc1
2: CC(NC(=O)C(NC(=O)C1CCCN1C(=O)OC(C)(C)C)C(C)C)C(N)=O (stereo unspecified)
3: COCc1ccc(C(=O)NC(C)c2cnn(-c3ccccc3C)c2C)o1 (stereo unspecified)
4: CCOc1cc(CNCc2cccs2)cc(Br)c1OCC
5: Cc1ccc(-c2nc(N3CCOCC3)sc2C(=O)N2CCOCC2)cc1
6: COC(=O)c1ccccc1NC(=O)COC(=O)c1ccccc1N=Nc1ccc(N(C)C)cc1
7: Cc1ccc(-n2ncc3c(N4CCN(c5ccccc5)CC4)ncnc32)c(C)c1
8: COc1cccc(NC(=O)C2C3CCC4C(CCC32)C4(Cl)Cl)c1 (stereo unspecified)

Assay by compound	1	2	3	4	5	6	7	8
Tau fluor cs	-21%	-1%	-3%	-8%	-3%	?	-10%	-22%
Tau FP inhib	-8%	-2%	-4%	-12%	8%	17%	1%	-5%
HTT ATP protect	28%[10 µM]	0%[10 µM]	8%[10 µM]	-16%	.	-43%[10 µM]	-26%	-18%[10 µM]
ALDH1A1 block	?	8%	-7%	3%	20µM*	-6%	?	7.9µM*
SMN2 splice up	.	0%	.	-23%	11%	?	-36%[inhibitor]	-5%
Tau fibril ThT	0%	1%	-3%	-7%	-6%	4.5µM*	?	-14%
HTT aggregate	13%	-7%	15%[9.22 µM]	-29%	-5%	6.3µM*	?	4%
KDM4E inh	-3%	-7%	0%	-2%	6%	-3%	?	-9%

9: O=c1c2ccccc2c(-c2ccccc2)nn1Cc1ccc(Cl)cc1
10: Cc1cc(C(F)(F)F)nn1Cc1ccc(C(=O)NCc2ccco2)o1
11: O=S(=O)(NCc1cccnc1)c1cccn1-c1ncc(C(F)(F)F)cc1Cl
12: CC(=O)Nc1nc2ccc(C(=O)NCCOC(=O)C3CCCCC3)cc2s1
13: Cc1onc(-c2ccccc2)c1CNS(=O)(=O)c1cccc(Br)c1
14: Clc1ccc(/C=C/c2nc(Cl)c(-c3ccc(Cl)cc3)c(Cl)n2)cc1
15: COc1ccc(CNS(=O)(=O)NCc2ccc(OC)c(OC)c2)cc1OC
16: Cc1ccc2nc(-c3ccc4c(c3)OCCO4)cn2c1

Assay by compound	9	10	11	12	13	14	15	16
Tau fluor cs	-12%	-17%	-6%	-8%	-10%	-19%	-6%	-8%
Tau FP inhib	-6%	?	-3%	-8%	3%	-6%	8%	-1%
HTT ATP protect	-75%	-31%	-2%	-1%[10 µM]	14%[10 µM]	12%[10 µM]	-16%	-97%[inhibitor][10 µM]
ALDH1A1 block	?	18µM*	19%	0%	2.8µM*	.	5%	.
SMN2 splice up	4%	8%	-51%[inhibitor]	-3%	.	.	-10%	.
Tau fibril ThT	-18%	?	-9%	-9%	0%	?	-9%	?
HTT aggregate	?	0%	22%[9.22 µM]	-10%[9.22 µM]	0%[9.22 µM]	6%[9.22 µM]	-22%	-7%[9.22 µM]
KDM4E inh	-9%	-27%	0%	-1%	1%	?	0%	?

Quoted at random: 4 records from the list.
14: Clc1ccc(/C=C/c2nc(Cl)c(-c3ccc(Cl)cc3)c(Cl)n2)cc1
13: Cc1onc(-c2ccccc2)c1CNS(=O)(=O)c1cccc(Br)c1
10: Cc1cc(C(F)(F)F)nn1Cc1ccc(C(=O)NCc2ccco2)o1
16: Cc1ccc2nc(-c3ccc4c(c3)OCCO4)cn2c1

Assay by compound	14	13	10	16
Tau fluor cs	-19%	-10%	-17%	-8%
Tau FP inhib	-6%	3%	?	-1%
HTT ATP protect	12%[10 µM]	14%[10 µM]	-31%	-97%[inhibitor][10 µM]
ALDH1A1 block	.	2.8µM*	18µM*	.
SMN2 splice up	.	.	8%	.
Tau fibril ThT	?	0%	?	?
HTT aggregate	6%[9.22 µM]	0%[9.22 µM]	0%	-7%[9.22 µM]
KDM4E inh	?	1%	-27%	?

The results go on:
17: CCOc1ccc(-n2cc(C(=O)Nc3cccc(Cl)c3)c3cc(OC)c(OC)cc3c2=O)cc1
18: CC1CN(C(=O)CSc2nc(-c3ccccc3)cs2)CC(C)O1 (stereo unspecified)
19: CC(=O)Nc1ccccc1C(=O)C(=O)Nc1cccc(C(=O)N2CC(C)CC(C)C2)c1 (stereo unspecified)
20: COc1ccc(-c2cn3ccc4ccccc4c3n2)cc1
21: CCCCCCc1c(C[C@H](N)C(=O)O)o[nH]c1=O
22: CCOc1ccc(S(=O)(=O)N(CC(=O)NC2CCCCC2C)Cc2ccco2)cc1 (stereo unspecified)
23: O=S1(=O)C=C(Sc2nc3cc(Cl)ccc3o2)c2ccccc21
24: CN(C)/C=C1\N=C(c2cccnc2Oc2ccc(Cl)cc2)OC1=O

Assay by compound	17	18	19	20	21	22	23	24
Tau fluor cs	-9%	-9%	-11%	?	-6%&-9%	4%	7.1µM*[quencher]	-16%
Tau FP inhib	-1%	-1%	-4%	1%	0%&3%	5%	25µM*	-5%
HTT ATP protect	-9%[10 µM]	7%	-19%	-3%[1.9 µM]	-31%[inhibitor][1.9 µM]	-13%[0.074 µM]	-59%[inhibitor]	-6%[10 µM]
ALDH1A1 block	-9%	2%	-10%	?	4%&8%	-16%	?	.
SMN2 splice up	-5%	-13%	-24%	3.2µM*	.	0%	.	.
Tau fibril ThT	-1%	-19%	-9%	2%	-5%&-6%	-10%	?	-4%
HTT aggregate	-2%	23%	-6%	0%	.	7%	-26%	1%[9.22 µM]
KDM4E inh	?	-5%	-6%	?	10%&4%	8%	?	?

25: COC(=O)c1c(NC(=O)CCCC(=O)O)sc2c1CCC2
26: COc1ccc(-c2nn(-c3ccccc3)cc2C(=O)N2CCOCC2)cc1
27: Cc1ccc(CNS(=O)(=O)c2ccc3c(c2)n(C)c(=O)c(=O)n3C)cc1
28: COc1cc(C(=O)Nc2ccc(-c3nc4cc(C)ccc4o3)c(O)c2)cc(OC)c1OC
29: C=CCn1c(SCC(=O)c2cccs2)nc2sc(C)c(C)c2c1=O
30: CCC1Oc2ccccc2N(CC(=O)NCCN2C(C)CCCC2C)C1=O (stereo unspecified)
31: C/C(=N\NC(=O)c1ccc(Cn2cc(Br)cn2)o1)c1cccc(NC(=O)C(C)(C)C)c1
32: Cn1cccc1CC(=O)NNC(=S)NC(=O)c1ccccc1Br

Assay by compound	25	26	27	28	29	30	31	32
Tau fluor cs	-7%	-7%	0%	?	-18%	5%	-3%	0%
Tau FP inhib	-6%	-2%	-7%	-19%	-12%	3%	1%	2%
HTT ATP protect	-6%	-8%[10 µM]	12%	-67%[inhibitor]	-12%[1.9 µM]	3%	.	15%[10 µM]
ALDH1A1 block	?	?	?	?	8%	0%	4%	-5%
SMN2 splice up	20%	-4%	5%	-18%	?	10µM*	2%	-10%
Tau fibril ThT	-9%	-6%	0%	-13%	-6%	4%	-1%	-11%
HTT aggregate	-2%	21%	12%	?	0%	18%	-9%	-17%
KDM4E inh	?	0%	?	?	10%	3%	-3%	-24%

33: Cc1ccc(Oc2ccc(OCC(=O)NC(C)C(=O)O)cc2)cc1 (stereo unspecified)
34: Cc1ccnc(NC(=O)c2cccc(NC(=O)Cc3ccccc3)c2)c1
35: COc1ccc(Cl)cc1S(=O)(=O)N1CCN(CC(=O)C(C)(C)C)CC1
36: Cn1c(Cn2c(=O)sc3ccccc32)nnc1SCc1ccc(F)cc1
37: Cc1ccc(C(=O)CN(C(=O)c2ccc(Cl)cc2)N2C(=O)CCC2=O)cc1
38: O=C(Nc1c(F)cc(F)cc1Br)c1cccnc1
39: CCOC(=O)/C(C#N)=C/c1cn(CCC(=O)O)nc1-c1ccccc1
40: CCN(CC)S(=O)(=O)c1ccc(OC)c(N)c1

Assay by compound	33	34	35	36	37	38	39	40
Tau fluor cs	1%	-18%	0%	0%	-3%	7%	-6%	2%
Tau FP inhib	3%	?	1%	-2%	5%	2%	0%	-2%
HTT ATP protect	-16%	4%[10 µM]	10%[10 µM]	-20%[10 µM]	.	1%	4%[10 µM]	-44%[inhibitor]
ALDH1A1 block	3%	?	-2%	-5%	2%	5%	-1%	10%
SMN2 splice up	-12%	.	-22%	0%	4%	23%	13%	-6%
Tau fibril ThT	-7%	-11%	-11%	2%	0%	-4%	-10%	1%
HTT aggregate	-10%	-2%[9.22 µM]	1%	-21%	10%	3%	-14%	-6%
KDM4E inh	4%	-3%	8%	-3%	9%	2%	8%	-1%

41: COc1ccc(N2C(=O)C3CCCN3C2c2cccc(OC)c2OC)cc1 (stereo unspecified)
42: CC(C)(C)OC(=O)N/N=C\c1ccc[nH]1
43: CCSc1ncc(Cl)c(C(=O)Nc2sc3c(c2C(=O)NCCCOC)CCCC3)n1
44: Nc1c(C(=O)Nc2ccc(F)cc2)nnn1-c1cccc(C(F)(F)F)c1
45: COc1ccc(C(=O)CSc2nnc(CNC(=O)c3ccc(OC)c(OC)c3)n2C)cc1
46: COc1ccc(Oc2coc3cc(OC(=O)c4cncc(Br)c4)ccc3c2=O)cc1
47: COc1ccc(C(=O)Nc2nc(N)n(-c3ccccc3)n2)cc1
48: CC(=O)Nc1ccc(C(=O)CSc2nnc(-c3ccccc3)n2-c2ccccc2)cc1
49: Cc1ccc(NC(=O)CSc2nc(C)c(Cc3ccccc3)c(=O)[nH]2)cc1C
50: CCNc1sc(C(=O)c2cccs2)c(N)c1-c1nc2ccccc2s1

Assay by compound	41	42	43	44	45	46	47	48	49	50
Tau fluor cs	-4%	-1%	-16%	-10%	-2%	-9%	-14%	-8%	-8%&-17%	?
Tau FP inhib	2%	-6%	-9%	1%	-8%	-7%	-12%	-12%	1%&-12%	-4%
HTT ATP protect	-3%	-61%[inhibitor]	.	-28%	-7%[0.074 µM]	-11%	.	.	-21%	1%
ALDH1A1 block	?	4%	.	-9%	?	4%	23%	.	?	?
SMN2 splice up	3%	27%	15%	-14%	-31%[inhibitor]	-2%	2%	1%	4%&4%	-7%
Tau fibril ThT	-7%	-5%	-17%	-6%	-16%	-15%	-11%	-7%	-4%&-14%	8.9µM*
HTT aggregate	10%	-1%	.	-24%	10%	3%	-1%	.	0%	-35%
KDM4E inh	-3%	5%	.	-3%	-2%	?	6%	.	-2%	-5%
